GCN5L2 inh – qHTS Assay for Inhibitors of GCN5L2 | Histone acetyltransferase KAT2A (Homo sapiens), Q92830 | GCN5L2 HAT assay, ThioGlo1 CoA-SH fluorescence | Potency, µM (titrated, usually from 58.9 µM), inactives show at the top dose activity change, negative = inhibition, usual class: inhibitors | 390,000 tested, 0.21% active
Target sequence (Q92830 whole entry, looked up): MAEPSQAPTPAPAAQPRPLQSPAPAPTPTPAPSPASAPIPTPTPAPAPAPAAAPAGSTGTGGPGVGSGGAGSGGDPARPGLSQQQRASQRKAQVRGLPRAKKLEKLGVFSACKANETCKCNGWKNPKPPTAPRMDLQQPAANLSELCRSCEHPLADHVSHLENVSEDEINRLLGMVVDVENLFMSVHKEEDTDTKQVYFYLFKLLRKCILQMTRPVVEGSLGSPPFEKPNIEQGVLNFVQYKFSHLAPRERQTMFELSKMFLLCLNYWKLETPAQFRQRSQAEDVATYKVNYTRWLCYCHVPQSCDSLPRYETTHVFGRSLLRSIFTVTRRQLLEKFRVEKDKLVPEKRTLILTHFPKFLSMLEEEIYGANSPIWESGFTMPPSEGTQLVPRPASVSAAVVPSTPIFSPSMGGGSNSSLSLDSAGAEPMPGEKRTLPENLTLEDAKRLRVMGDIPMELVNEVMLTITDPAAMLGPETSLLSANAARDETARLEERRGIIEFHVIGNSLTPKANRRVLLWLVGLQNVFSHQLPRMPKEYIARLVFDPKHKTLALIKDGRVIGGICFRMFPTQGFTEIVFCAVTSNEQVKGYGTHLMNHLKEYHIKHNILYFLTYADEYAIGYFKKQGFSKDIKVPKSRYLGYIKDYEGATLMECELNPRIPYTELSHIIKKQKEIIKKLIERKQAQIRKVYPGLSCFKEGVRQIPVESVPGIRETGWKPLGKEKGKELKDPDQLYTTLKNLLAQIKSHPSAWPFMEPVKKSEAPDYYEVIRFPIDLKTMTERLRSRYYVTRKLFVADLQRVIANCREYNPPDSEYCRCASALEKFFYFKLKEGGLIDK
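Titration-based screen in which CoA formation is detected via maleimide probe ThioGlo1 (50uM) turning fluorescent on thiol reaction; substrates H3(1-25) 75uM and acetyl-CoA 70uM, GCN5L2 20nM, 20 min incubation at room temperature.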
TDP1 cell CPT – qHTS for Inhibitors of human tyrosyl-DNA phosphodiesterase 1 (TDP1): qHTS in cells in presence of CPT; Potency, µM (top dose mostly 46.2 µM), inactives show at the highest dose activity change, negative = growth inhibition, actives largely listed as inhibitors; 420,000 tested, 12% active; chicken DT40 Tdp1-/-;hTDP1 cells + 20 nM CPT, ATP luminescence, 48 h; further: nearly all actives have a fitted effect of over 55% in size
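Cell growth measured by CellTiter-Glo luminescence after a minimum 48 h, 37 C compound exposure with 20 nM CPT in Tdp1-knockout DT40 cells stably expressing hTDP1, seeded 400/well; qHTS titration format.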
DT40 TDP1 no CPT – qHTS for Inhibitors of human tyrosyl-DNA phosphodiesterase 1 (TDP1): qHTS in cells in absence of CPT | DT40 Tdp1-/- hTDP1 cells, no CPT, ATP luminescence, 48 h | 420,000 tested, 15% active | Potency, µM (highest dose often 46.2 µM), inactives show at the highest dose activity change, negative = growth inhibition, actives largely listed as inhibitors; further: nearly all actives have a fitted effect of over 55% in size
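Readout: luminescence from CellTiter-Glo after 30 min in the dark at RT. Cells: DT40 Tdp1-/- with stable hTDP1, 400/well. Exposure: compounds alone, ≥48 hr, 37 °C.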
Numbers without * were called inactive; u = inconclusive; x = no result given; [ ] = dose if it differs, or a comment. The call rests on the fitted dose curve; in most records, active means well fitted curve in the direction sought with a large enough effect; inconclusive means small, poorly fitted or top-dose-only effect, or another doubt; inactive means no such curve, though single readings can be large; an effect the other way counts as inactive or inconclusive. On the % scale 0 is the no-effect control and ±100 the full control effect; potency means the concentration at half of the fitted maximal effect.

SMILES | TDP1 cell CPT | DT40 TDP1 no CPT | GCN5L2 inh
O=C(NCCCN1CCCC1=O)c1cc(S(=O)(=O)N2CCOCC2)ccc1Cl | 3% | 13% | 0%
CCCN=C1N(C)C[C@@H]2[C@@H]3C(=O)N(Cc4ccccc4)C(=O)[C@@H]3[C@](Cc3ccccc3)(C(=O)OC)N12 | -1% | -10% | -3%
O=C(OC1CCOC1=O)C1CCN(S(=O)(=O)c2ccccc2)CC1 (centres undefined) | 7% | 2% | 2%
CC(=O)Nc1ccc(-c2ccnc3c2CC(C(=O)NCc2ccc(N4CCN(C)CC4)cc2)O3)cc1 (centres undefined) | u | u | x
Cc1cccc(C(=O)NC2=NCCS2)c1 | -5% | -19% | 3%
COc1ccccc1N(CC(=O)Nc1cccnc1)S(=O)(=O)c1ccccc1 | -15% | -7% | -1%
O/N=C1/CCc2nonc2/C1=N/O | u | u | -3%
CCOC(=O)c1cnc2ccc(OCC)cc2c1N(C)Cc1ccccc1 | u | 23µM* | -7%
COc1ccc(C(CNC(=O)c2oc3ccccc3c2C)N2CCCCC2)cc1 (centres undefined) | 16µM* | 23µM* | -9%
CNC(=S)Nc1ccc2[nH]c(=O)[nH]c2c1 | 17% | 3% | 16%
CCOC(=O)c1cc(=O)n2nc(-c3ccc(C)cc3)nc2s1 | -7% | -8% | -1%
CCOC(=O)CSc1nnc([C@H](C)NC(=O)OC(C)(C)C)o1 | -15% | -5% | -1%
COc1ccc(C(C(=O)Nc2ccc(C(C)C)cc2)N(C)C(=O)CNC(C)=O)cc1 (centres undefined) | -2% | -8% | 0%
COc1ccc(-c2cn(Cc3ccc4c(c3)C(=O)c3ccccc3C4=O)nn2)cc1 | u | u | -4%
O=C1COc2ccc(NC(=O)c3ccccc3C(=O)O)cc2N1 | 4% | 5% | u
CN(C)CCNC(=O)c1cccc(-c2cnc3c(NC=O)cc(-c4ccccc4F)cn23)c1 | u | 21µM* | x
CC(CCc1ccco1)NC(=O)Cn1ncc2c1-c1ccccc1OC2 (centres undefined) | u | u | -10%
C/C(N)=N\S(=O)(=O)c1ccc(Cl)cc1 | -15% | -1% | -2%
CC(C)NC(=O)CC(=O)N/N=C/c1ccc(F)cc1 | -10% | -14% | -13%
Cc1cc(O)c2c(c1)O[C@@]1(C)CC[C@H]3C(C)(C)CCCC34CO[C@@H]2[C@H]41 (some centres undefined) | u | 17µM* | x
O=C(N/N=C/c1ccncc1)c1cc(C2CC2)nc2ccccc12 | -3% | u | -3%
CCOc1ccc(CCNC(=O)c2ccc(CNS(=O)(=O)c3ccccc3)cc2)cc1OCC | u | u | -3%
Cc1ccccc1C1(CC(=O)N2CCCCC2c2cccnc2)CC(=O)N(C2CCCC2)C1=O (centres undefined) | -4%[9.04 µM] | u | x
O=C1CSC(c2ccc(Cl)cc2)N1Nc1nc(N2CCOCC2)nc(N2CCOCC2)n1 (centres undefined) | -29% | -28% | -2%
C#CCOCCOCCOCCNc1nc(N2CCN(C(=O)[C@H](CCCN=C(N)N)n3cc(C(N)[C@@H](C)CC)nn3)CC2)nc(N2CCN(C(=O)[C@H](CCC(=O)O)n3cc([C@@H](N)CO)nn3)CC2)n1 (some centres undefined) | 26% | 4% | -4%
Cc1cc(=O)n2nc(N(C)CC(=O)NCc3ccc(Cl)cc3)sc2n1 | u | -5% | -2%
C=C(C)COc1ccc2c(C)c(CCC(=O)N3C[C@H]4C[C@@H](C3)c3cccc(=O)n3C4)c(=O)oc2c1 | -16% | u | -11%
Clc1ccc(-n2nnnc2SCc2c(-c3ccccc3)nc3sccn23)cc1 | u | 13µM* | -10%
Cc1ccc(F)cc1C(=O)N1CCCCC1c1cc(C(=O)Nc2ccc(F)c(Cl)c2)no1 (centres undefined) | 21µM* | 15µM* | x
CC(C)c1ccc(NS(=O)(=O)c2ccc(Cl)nc2)cc1 | -20% | -29% | -8%
N=C1/C(=C\c2coc3ccccc3c2=O)C(=O)N=C2SC=CN12 | u | u | -12%
COc1ccc(S(=O)(=O)N2CCOCC2)cc1NC(=O)CCc1cc(OC)c(OC)c(OC)c1 | 1% | 13% | 2%
Clc1ccccc1NN(Cc1ccncc1)c1ccccc1Cl | u | u | x
C/C=C(\C)C(=O)O[C@H](c1cc2ccc(=O)oc2cc1OC)[C@@H](O)C(C)(C)O | 4% | 22% | -2%
CCOC(=O)CSc1nc(C)cc(C)n1 | 5% | 6% | -2%[0.501 µM]
COC(=O)c1c(NC(=O)CN2C(=O)NC3(CCc4ccccc4C3)C2=O)sc2c1CCCCC2 (centres undefined) | 21µM* | 26µM* | -3%
CCOC(=O)c1ccc(NC(=O)c2nc[nH]c2C(=O)NCCCNC(=O)c2[nH]cnc2C(=O)Nc2ccc(C(=O)OCC)cc2)cc1 | 0% | -11% | 0%
Cn1c(CC2C(=O)Nc3ccc(Br)cc32)nc2ccccc2c1=O (centres undefined) | u | u | -1%
O=C1S/C(=C\c2ccc(O)c([N+](=O)[O-])c2)C(=O)N1c1ccccc1Cl | u | u | -2%
CCc1ccc(NC(=O)CSc2ccc(-c3sc(C)nc3C)nn2)cc1 | u | u | 1%
Cc1cc(C2=NNC(=NC3CC3)SC2)c(C)n1Cc1ccco1 | 16µM* | 8.2µM* | -2%
O=C(Cc1ccccc1)NCC(=O)OCC(=O)c1ccc([N+](=O)[O-])cc1 | u | u | -1%
C/C=C(\C)CN1CCC(n2nccc2NC(=O)CCOc2ccccc2)CC1 | -10% | 12% | -1%
Cc1ccc(S(=O)(=O)c2ccc(Cl)cc2)cc1S(=O)(=O)N(C)CC(=O)O | 3% | 1% | 3%
C=C1N(c2ccccc2)C(=O)OC1(C)C | -1% | -1% | 33%[activator]
Cc1ccccc1C(=O)Nc1sc2c(c1C(=O)NCc1ccco1)CCC(C(C)(C)C)C2 (centres undefined) | u | u | u
Cc1ccc(C(=O)N(Cc2nc(-c3ccc(C)cc3)no2)C(C)C)cc1 | u | 16µM* | -2%
Cc1cc(C(=O)N2CCN(c3cccc(C)c3C)CC2)c2c(C)nn(-c3ccccc3)c2n1 | u | 7.3µM* | -11%
O=C(NCCc1ccc(Cl)cc1)c1cnc2sc(N3CCCCC3)nn2c1=O | -16% | -21% | -2%
COc1ccc(C(CC(=O)O)NS(=O)(=O)c2ccc(C)cc2)cc1 (centres undefined) | 3% | -1% | -2%
COc1ccccc1CN(C)S(=O)(=O)c1cccs1 | -6% | -3% | -6%
COc1ccc(CCN2CC(C(=O)NCc3ccon3)CCC2=O)cc1 (centres undefined) | -3% | -1% | x
CCOCCCNC(=O)C1CCC(CNS(=O)(=O)c2ccc(F)cc2)CC1 (centres undefined) | -10% | -8% | -7%
O=C(Nc1ccccn1)C1CCN(S(=O)(=O)c2ccc3c(c2)OCCCO3)CC1 | 4% | -12% | -2%
Cc1ccc([C@@H]2CC=C(C(=O)O)[C@H](c3ccc(Cl)cc3)N2S(=O)(=O)c2ccc(C)cc2)cc1 | -8% | 1% | u
Cc1ccc(-c2nnc3sc(CCc4ccccc4)nn23)cc1 | u | u | -21%
COc1ccccc1CN(C(=O)c1cnccn1)C(C(=O)NC1CCCCC1)c1cc(OC)c(OC)c(OC)c1 (centres undefined) | 13% | 9% | -7%
CCOC(=O)c1c(C)[nH]c(C)c1C(=O)COC(=O)c1cccc(S(=O)(=O)NC)c1 | -14% | u | -6%
COCCn1cc(C(=O)N2CCC(C)CC2)c2c3ccccc3n(C)c2c1=O | -7% | 8% | -19%
O=C(CNC(=O)c1ccco1)OCc1ccc(C(=O)Oc2ccccc2)cc1 | -5% | 9% | -4%

Whole records, quoted from the list. Values in the order: TDP1 cell CPT | DT40 TDP1 no CPT | GCN5L2 inh
COc1ccc(C(C(=O)Nc2ccc(C(C)C)cc2)N(C)C(=O)CNC(C)=O)cc1 (centres undefined) is entered as -2% | -8% | 0%
COc1ccc(S(=O)(=O)N2CCOCC2)cc1NC(=O)CCc1cc(OC)c(OC)c(OC)c1 is entered as 1% | 13% | 2%
O=C(NCCc1ccc(Cl)cc1)c1cnc2sc(N3CCCCC3)nn2c1=O is entered as -16% | -21% | -2%
C/C(N)=N\S(=O)(=O)c1ccc(Cl)cc1 is entered as -15% | -1% | -2%
COc1ccc(-c2cn(Cc3ccc4c(c3)C(=O)c3ccccc3C4=O)nn2)cc1 is entered as u | u | -4%

(list continues)
SMILES | TDP1 cell CPT | DT40 TDP1 no CPT | GCN5L2 inh
COC(=O)[C@@]1(Sc2ccc(OC)cc2)CC(=O)N[C@@H]1c1ccccc1 | -15% | -28% | x
Cc1cccc(NC(=O)C(C)N2C(=O)C3C4CC(C(Br)C4Br)C3C2=O)c1 (centres undefined) | -3% | 2% | -20%
CSc1nc(NNC=O)cc(Oc2ccc(NC(C)=O)cc2)n1 | -7% | -19% | -23%
Cn1c(=O)c2c(ncn2CC(=O)OCC(=O)NCCc2ccccc2)n(C)c1=O | -4% | -11% | -2%
Cc1ccc(C(=O)Nc2ccccc2C(=O)N2CCCC2)cc1[N+](=O)[O-] | -15% | -18% | 2%
Nc1c2c(nc3ccccc13)N(C1CCCCC1)CC2 | u | u | -4%
COc1ccc(NC(=O)CCC(=O)Nc2nnc(C3CCCCC3)s2)c(OC)c1 | -4% | 4% | -2%
CCCS(=O)(=O)NC(=O)C1(C)CCN(C(=O)c2ccc(OC)cc2)C1 (centres undefined) | -19% | -9% | x
O=C(CN1C(=O)NC2(CCCC2)C1=O)NCCc1ccc(Cl)cc1Cl | 10% | -2% | -9%
NC(=O)c1ncc(C(F)(F)F)cc1Oc1cccc(F)c1 | -3% | -7% | 1%
COC(=O)c1ccc(Cn2c(C)c(C(=O)NCc3cccs3)sc2=O)o1 | u | u | x
COc1ccc(CNc2ncnc3c2c(-c2ccccc2)cn3-c2cccc(C)c2)cc1 | u | u | -3%
NC(c1csc(Nc2ccc(C(=O)c3ccccc3)cc2)n1)C1CCCCC1 (centres undefined) | u | u | x
Cc1ccc(SCc2nc3ccccc3[nH]2)cc1 | u | u | -11%
CC(=O)OC1CC(C)(C)N(OC(=O)c2ccccc2)C(C)(C)C1 | u | 21µM* | -8%
CNc1cc(-n2nc(C)cc2-c2ccccc2)ncn1 | -18% | 1% | 2%
COc1ccccc1OC(C)C(=O)Nc1c(C(=O)c2ccc(Cl)cc2)oc2ccccc12 (centres undefined) | -4% | 0% | 2%
CCC(C)n1ncn(-c2ccc(N3CCN(c4ccc(OC)cc4)CC3)cc2)c1=O (centres undefined) | -23% | u | 2%
CCCN(CC(=O)Nc1ccccc1OC)C(=O)Cc1ccc2c(c1)CCC2 | 18µM* | u | -2%
C=C1CCC[C@]2(C)C[C@H]3OC(=O)C(CN4CCCCC4CO)[C@H]3CC12 (some centres undefined) | 4.6µM* | 12µM* | 17%
COc1cc(C(=O)NCc2ccc(C)cc2)ccc1OC(F)F | -18% | -20% | -3%
CCCCC(=O)C1=C(N2CCCC2)CC(C)(C)CC1=O | 2% | 8% | x
CCCN1CCN(C(=S)Nc2sc(CC)cc2C(=O)OC)CC1 | u | u | 1%
COc1ccc(OC)c(Cc2nnc(CCC(=O)NC3CCCC3)o2)c1 | 25% | 3% | 15%
Cc1nn(C)cc1CNC(=O)Nc1ccc(Cl)cc1 | 4% | -8% | -8%
Clc1ccc2nc(CSc3nncn3-c3ccccc3)cn2c1 | -2% | -5% | -8%
COc1cccc(Cn2c(=O)n(CC3CCC(C(=O)NC(C)C)CC3)c(=O)c3sccc32)c1 (centres undefined) | -10% | 3% | 2%
CCOc1ccccc1CN(Cc1ccco1)S(=O)(=O)c1ccc(-n2cnnn2)c(OC)c1 | u | u | u
CC(C)(C)OC(=O)CC1(C#N)c2ccccc2C(Br)=CN1C(=O)c1ccccc1 (centres undefined) | u | 16µM* | -11%

Nothing new here: an excerpt of the list.
SMILES | TDP1 cell CPT | DT40 TDP1 no CPT | GCN5L2 inh
CCCN1CCN(C(=S)Nc2sc(CC)cc2C(=O)OC)CC1 | u | u | 1%
COc1ccc(OC)c(Cc2nnc(CCC(=O)NC3CCCC3)o2)c1 | 25% | 3% | 15%
Cc1nn(C)cc1CNC(=O)Nc1ccc(Cl)cc1 | 4% | -8% | -8%

High-throughput results (PubChem)
